High-throughput results as filed in PubChem.
LGR2 inh: blocks bursicon-induced cAMP signaling via Drosophila LGR2 | HEK293 LGR2, CRE-luciferase, bursicon-stimulated, 4 h | AID 720647 | inhibition, % at 9.99 µM | 0.35% of 380,000 active;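 active means drop in luminescence signal, shown as inhibition above about 50% in the replicate tests, limit read from the data, passing the limit was not always enough; inconclusive means probably only some replicates passing the limit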;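 further: agonist challenge used bursicon conditioned medium at about half maximal strength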
Cneo AK release: causes C. neoformans cell lysis; adenylate kinase release luminescence, 4 h; normalised: neutral wells 0, clomiphene wells 100; lysis activity, % at 15 µM; 0.2% of 360,000 active;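 active means mean lysis activity across replicates of at least 80%, whatever share of replicates individually reach that level; inactive means mean lysis activity below 80%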
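Assay system: Cryptococcus neoformans yeast cells / Dosing: single-point compound dose / Timing: 4 h at 37 °C static, read 1 h later / Measured by: luminescence of released adenylate kinase using an AK detection reagent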
PAX8 reporter: PAX8 transcriptional activity inhibition; RMG-I TPO-luciferase reporter, SteadyGlo, 24 h; inhibition, % at 12.6 µM; 1.2% of 360,000 active; AID 652154;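 active means mean replicate inhibition at least 60% with every replicate also reaching 60%; inconclusive means only one of the two criteria is met; inactive means mean below 60% and not all replicates reaching 60%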;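 further: luciferase light reporting Pax8 driven TPO promoter activity; plate controls were median of neutral control wells for no effect and mitoxantrone controls for full effect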
PGC1a acetyl inh: modulators of PGC1a acetylation. 0.17% of 350,000 active. inhibition, % at 15.6 µM. U2OS PGC1a acetylation, AlphaScreen anti-acetyl-lysine; with virally co-expressed GCN5 acetyltransferase;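 active means every replicate shows inhibition of at least 40%; inconclusive means mean inhibition at least 40% but some replicate below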;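 further: 0% = neutral control wells and 100% = positive control wells; some results beyond the cut were filed as inactive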
miR-122 sensor: inhibitors of miR-122 in Huh7 cells; Huh7 miR-122 Renilla luciferase sensor, 48 h; neutral wells = 0, positive control = 100; activation (reporter increase), % at 12.5 µM; 0.3% of 340,000 active; AID 602342;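 active means mean replicate activation score at least 90 and every replicate individually at or above 90; inconclusive means only one of the two criteria met; inactive means neither criterion met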;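 further: higher luciferase means less miR-122 activity so hits act as miR-122 inhibitors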
EWS-Fli block: inhibitors of EWS/Fli oncoprotein transcriptional activity. A673 NR0B1-luciferase reporter, viability-normalised. 0.67% of 350,000 active. inhibition, % at 12.6 µM;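 active means mean inhibition of at least 50% after viability correction, with every replicate also passing that limit; inconclusive means mean reaches 50% but only one of two replicates passes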;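 further: firefly luciferase signal divided by Alamar Blue viability fluorescence both relative to DMSO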
CASP6 VEID inh: blocks human caspase-6 cleavage activity. purified caspase-6, Z-VEID-R110 cleavage fluorescence. inhibition, % at 12.5 µM. 0.53% of 350,000 active. AID 686996;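 active means mean inhibition across replicates at least about 35%, with every replicate also reaching that limit, limit read from the data; inconclusive means only one of the two criteria met; inactive means neither criterion met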;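 further: 0% = median of neutral control wells and 100% = no fluorescence left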
Target sequence (P55212 24-179 limits assumed): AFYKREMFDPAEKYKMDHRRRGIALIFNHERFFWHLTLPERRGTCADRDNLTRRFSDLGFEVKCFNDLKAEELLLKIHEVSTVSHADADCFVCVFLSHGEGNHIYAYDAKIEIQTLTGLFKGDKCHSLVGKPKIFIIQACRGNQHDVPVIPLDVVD
Target sequence (P55212 194-293 limits assumed): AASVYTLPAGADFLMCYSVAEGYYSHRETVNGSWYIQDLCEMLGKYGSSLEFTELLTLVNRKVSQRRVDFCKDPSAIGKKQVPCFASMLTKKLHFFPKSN
FN deposit inh: fibronectin deposition inhibition; AH1F fibroblasts, Alexa488-fibronectin deposition fluorescence, overnight; inhibition, % at 12.6 µM; 0.086% of 350,000 active; AID 743247;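 active means mean inhibition across replicates of 30% or more, regardless of how many single replicates reach that level; inconclusive means mean under 30% yet at least half of replicates reach 30%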;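 further: positive control wells lacked labelled fibronectin entirely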
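test system = AH1F fibroblasts assembling fluorescent fibronectin matrix | quantity = 10000 AH1F cells per well | buffer or medium = DMEM plus 2% serum, read in PBS | doses = single dose, pinned | incubation = 1 h cell attachment, overnight exposure to compound and label | detection = fluorescence at 485 nm excitation, 525 nm emission | read-out basis = inhibition from reduced deposited-fibronectin fluorescence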
The depositor's hits bear a star; [ ] = another dose, or the depositor's remark.

Screening O=[N+]([O-])c1ccc(/C=N/Nc2nc(N3CCCCCC3)nc(N3CCCCCC3)n2)o1 returned Cneo AK release 4, PAX8 reporter 26, PGC1a acetyl inh -17, miR-122 sensor 1 and FN deposit inh -1.
`O=C1CN(C(=O)COC(=O)CCC(=O)c2ccc(Cl)cc2)c2ccccc2N1` gave LGR2 inh 11, Cneo AK release 2, PAX8 reporter 10, PGC1a acetyl inh 3, miR-122 sensor 1, EWS-Fli block 8, CASP6 VEID inh -2 and FN deposit inh 4.
Screening COc1ccccc1/C=C/CN1CCN(Cc2ccc(F)cc2)C(CCO)C1 (configuration not stated) returned Cneo AK release 34, PAX8 reporter -5, PGC1a acetyl inh 3, EWS-Fli block 18, CASP6 VEID inh 0 and FN deposit inh -4.
Screening O=[N+]([O-])c1ccc(CN2CC(N3CCN(CC4CC4)CC3)CS2(=O)=O)cc1 (configuration not stated) returned LGR2 inh -4, Cneo AK release -2, PAX8 reporter 2, PGC1a acetyl inh -7, miR-122 sensor -1, EWS-Fli block 2, CASP6 VEID inh -8 and FN deposit inh 7.
Cc1noc(C)c1NC(=O)N[C@@H]1CC[C@@H](CC(=O)N2CCCCC2)O[C@H]1CO was read as LGR2 inh -4, Cneo AK release -6, PAX8 reporter 1, PGC1a acetyl inh -2, EWS-Fli block -11 and CASP6 VEID inh 0.
Screening COC(=O)c1[nH]c2ccc(Cl)cc2c1NC(=O)CCN1CCN(C2CCCCC2)CC1 returned Cneo AK release -2, PAX8 reporter 13, PGC1a acetyl inh -13, miR-122 sensor -7 and FN deposit inh 4.
CCN(CC)CCNC(=O)C(=O)Nc1ccc2c(c1)N(S(=O)(=O)c1cccs1)CCC2 was read as LGR2 inh inconclusive, Cneo AK release 1, PAX8 reporter 16, PGC1a acetyl inh 11, miR-122 sensor -6, EWS-Fli block -13, CASP6 VEID inh 1 and FN deposit inh 8.
Screening COc1ccc(NC(=O)c2ncn[nH]2)cc1 returned Cneo AK release -3, PAX8 reporter -42, PGC1a acetyl inh 10, miR-122 sensor -1 and FN deposit inh 7.
Screening NS(=O)(=O)c1ccc(CNC(=O)CNC(=O)Cc2ccccc2)cc1 returned LGR2 inh 4, Cneo AK release -2, PAX8 reporter 32, miR-122 sensor 1, EWS-Fli block -1, CASP6 VEID inh 5 and FN deposit inh 7.
`O=C(Nc1cccc(F)c1)NC1CCN(Cc2ccccc2)CC1` gave LGR2 inh 1, Cneo AK release 1, PAX8 reporter -10, PGC1a acetyl inh -7, miR-122 sensor -1, EWS-Fli block 3, CASP6 VEID inh -4 and FN deposit inh -9.
C/C(=N\NC(=O)Cc1cc(=O)[nH][nH]1)c1cccc([N+](=O)[O-])c1 was read as LGR2 inh -18, PAX8 reporter 10, EWS-Fli block 4, CASP6 VEID inh 4 and FN deposit inh 0.
`Cc1cc(C)cc(N(C(=O)c2csnn2)C(C(=O)NC(C)(C)C)c2cccnc2)c1` (configuration not stated) gave LGR2 inh -3, PAX8 reporter 1, PGC1a acetyl inh 8, miR-122 sensor -1, EWS-Fli block 3, CASP6 VEID inh 5 and FN deposit inh 4.
`Cc1ccccc1S(=O)(=O)NCC[C@H]1CC[C@H](NC(=O)C2CCC2)[C@H](CO)O1` gave LGR2 inh -13, Cneo AK release -3, PAX8 reporter -6, PGC1a acetyl inh -2, EWS-Fli block 11 and CASP6 VEID inh -2.
NS(=O)(=O)c1ccc(CCNC(=O)C(=O)c2cn(CC(=O)N3CCCC3)c3ccccc23)cc1 was read as LGR2 inh 21, Cneo AK release 6, PAX8 reporter 8, PGC1a acetyl inh -4, miR-122 sensor 2, CASP6 VEID inh 3 and FN deposit inh 4.
For Cc1occc1-c1nnc(SCC(N)=O)n1Cc1ccccc1 the results were Cneo AK release 2, PGC1a acetyl inh -2, miR-122 sensor -9 and FN deposit inh 1.
`O=C(Nc1ccccc1)OCCCc1ccccc1` gave Cneo AK release -5, PAX8 reporter -73, PGC1a acetyl inh 17, miR-122 sensor -2, EWS-Fli block -88, CASP6 VEID inh 1 and FN deposit inh 0.
`O=C1OC(C(=O)Nc2ccccc2)Cc2ccccc21` (configuration not stated) gave LGR2 inh -42, Cneo AK release -2, PAX8 reporter -34, PGC1a acetyl inh 3, EWS-Fli block -45, CASP6 VEID inh 1 and FN deposit inh -4.
`O=C(C[C@H]1C[C@@H]2c3cc(NC(=O)CC4CC4)ccc3O[C@@H]2[C@@H](CO)O1)NCCc1ccccc1` gave LGR2 inh -8, Cneo AK release -8, PAX8 reporter 6, PGC1a acetyl inh -4, miR-122 sensor -2[16.7 µM], EWS-Fli block 1, CASP6 VEID inh -3 and FN deposit inh -13.
`COc1ccccc1C(=O)Nc1ccc(C(=O)Nc2ccccc2C(=O)O)cc1` gave LGR2 inh 28, Cneo AK release -2, PAX8 reporter -3, EWS-Fli block 4, CASP6 VEID inh -1 and FN deposit inh -1.
Screening CCCC#Cc1cnc2c(c1)C(=O)N([C@@H](C)CO)C[C@H](C)[C@@H](CN(C)C(=O)NCCC)O2 returned LGR2 inh -3, Cneo AK release -1, PGC1a acetyl inh -4, miR-122 sensor 8[16.7 µM], EWS-Fli block 5 and CASP6 VEID inh -2.
For COc1ccc(-c2nc(CS(=O)CC(=O)NCCCN3CC(C)CC(C)C3)c(C)o2)cc1OC (configuration not stated) the results were LGR2 inh -5, PAX8 reporter 7, PGC1a acetyl inh -9, miR-122 sensor 8, CASP6 VEID inh -5 and FN deposit inh -7.
Cc1c(O)ccc2c(=O)c(Oc3ccccc3)coc12 was read as LGR2 inh 4, Cneo AK release -3, PAX8 reporter 6, EWS-Fli block 8, CASP6 VEID inh 2 and FN deposit inh 4.
`Cc1ccc(C(=O)c2c3ccc(C(F)(F)F)cc3[n+]([O-])n2CCC(N)=O)cc1` gave LGR2 inh -1, Cneo AK release 1, PAX8 reporter 22, PGC1a acetyl inh -4, miR-122 sensor -1, EWS-Fli block -30, CASP6 VEID inh 6 and FN deposit inh 1.
Screening CC1=C(C(=O)OC2CCCC2)C(c2ccc(C)o2)C2=C(CC(c3cccs3)CC2=O)N1 (configuration not stated) returned Cneo AK release -10, PAX8 reporter 6, PGC1a acetyl inh -20, miR-122 sensor 6 and FN deposit inh -4.
`O=C(CCN1C(=O)c2cccc3cccc(c23)C1=O)N1CCN(Cc2ccc3c(c2)OCO3)CC1` gave LGR2 inh 7, Cneo AK release 1, PGC1a acetyl inh -1, miR-122 sensor -4 and FN deposit inh -1.
`CCOc1cc(/C=N/NC(N)=O)cc(Br)c1OCc1ccccc1` gave LGR2 inh 15, Cneo AK release -2, PAX8 reporter -3, PGC1a acetyl inh 0, miR-122 sensor 1, EWS-Fli block 9, CASP6 VEID inh -2 and FN deposit inh 2.
For Nc1c(/C=C2/C=CC(=O)C(O)=C2)c(=O)nc2sc(CC(=O)N3CCCC3)nn12 the results were LGR2 inh 3, Cneo AK release 1, PAX8 reporter -6, miR-122 sensor -2, CASP6 VEID inh 48* and FN deposit inh 12.
`Cc1sc(NC(=S)NC(=O)c2cccs2)nc1-c1ccc(C(C)C)cc1` gave Cneo AK release 0, PGC1a acetyl inh -9, miR-122 sensor -5 and FN deposit inh -2.
Screening CCOc1ncccc1C(=O)Nc1ccc2c(c1)OCCCO2 returned LGR2 inh -2, Cneo AK release -2, PAX8 reporter -41, PGC1a acetyl inh -5, miR-122 sensor 6, EWS-Fli block -30, CASP6 VEID inh 6 and FN deposit inh -3.
For COc1ccccc1CNC(=O)C[C@@H]1CC[C@H]2[C@@H](COC[C@H](O)CN2Cc2ccc3c(c2)OCO3)O1 the results were LGR2 inh 1, Cneo AK release 5, PAX8 reporter 4, PGC1a acetyl inh -2, miR-122 sensor -3[16.7 µM], EWS-Fli block -1, CASP6 VEID inh 0 and FN deposit inh -2.
Screening O=C(CCC(=O)N1CCN(c2ccccc2F)CC1)N1CCN(c2ccccc2)CC1 returned LGR2 inh 4, Cneo AK release 0, PAX8 reporter 21, PGC1a acetyl inh 3, miR-122 sensor 0, EWS-Fli block 9, CASP6 VEID inh -1 and FN deposit inh 3.
`CSc1ncc(S(=O)(=O)c2ccccc2)c(=O)[nH]1` gave LGR2 inh -6, PAX8 reporter 3, PGC1a acetyl inh -10, EWS-Fli block -1, CASP6 VEID inh 1 and FN deposit inh -24.
`CCS(=O)(=O)Nc1ccc2c(c1)C(=O)N(C)[C@@H]1CC[C@H](CC(=O)N3CCCCC3)O[C@@H]1CO2` gave LGR2 inh -7, Cneo AK release 49, PAX8 reporter -9, PGC1a acetyl inh 4, miR-122 sensor -5[16.7 µM], EWS-Fli block 2, CASP6 VEID inh -1 and FN deposit inh 7.
For CCOC(=O)CSC1=C(C#N)C(c2ccc(C)o2)CC(=O)N1 (configuration not stated) the results were LGR2 inh -1, Cneo AK release 0, PAX8 reporter 65*, PGC1a acetyl inh -12, miR-122 sensor 31, EWS-Fli block 48, CASP6 VEID inh 5 and FN deposit inh -2.
O=C(O)c1cc([N+](=O)[O-])c(Sc2nc3ccccc3[nH]2)c([N+](=O)[O-])c1 was read as LGR2 inh 10, Cneo AK release 0, PAX8 reporter -7, PGC1a acetyl inh -1, miR-122 sensor 3, EWS-Fli block 8, CASP6 VEID inh 9 and FN deposit inh 1.
For CN1c2ccc(-c3cccc(C#N)c3)cc2[C@@H]2[C@@H](CCN2S(=O)(=O)c2ccccc2)[C@@H]1CO the results were LGR2 inh -9, Cneo AK release -4, PAX8 reporter -1, PGC1a acetyl inh -5, miR-122 sensor 0[16.7 µM], EWS-Fli block 8, CASP6 VEID inh -1 and FN deposit inh 13.
CSCCNC(=O)c1ccc(OC2CCN(CCc3ccccc3)CC2)cc1 was read as LGR2 inh 3, PAX8 reporter 3, PGC1a acetyl inh 9, miR-122 sensor 4, EWS-Fli block -5, CASP6 VEID inh -2 and FN deposit inh 7.
CCC(CCC(=O)Nc1ccn(-c2ccccc2)n1)C(=O)O (configuration not stated) was read as LGR2 inh -1, Cneo AK release 6, PGC1a acetyl inh 5 and miR-122 sensor 2.
`Cc1ccc(NC(=O)CSc2nc3ccccc3c(=O)n2CCCC(=O)NCCCN2CCOCC2)cc1C` gave LGR2 inh 4, PAX8 reporter 26, PGC1a acetyl inh -25, miR-122 sensor -7, EWS-Fli block 2, CASP6 VEID inh 0 and FN deposit inh 8.
O=C(CCl)Nc1cc2[nH]c(=O)[nH]c2cc1Br was read as LGR2 inh 5, PAX8 reporter 91*, EWS-Fli block inconclusive, CASP6 VEID inh 21 and FN deposit inh 4.
`C[C@H](CO)N1C[C@H](C)[C@H](CN(C)C)Oc2ncc(-c3cccc(C(=O)N(C)C)c3)cc2C1=O` gave LGR2 inh -3, Cneo AK release -3, PGC1a acetyl inh 3, miR-122 sensor -3[16.7 µM], EWS-Fli block -7, CASP6 VEID inh 1 and FN deposit inh -3.
COC(=O)CSc1nc(NC(C)(C)C)nc(N(C)C)n1 was read as LGR2 inh -24, PAX8 reporter -29, PGC1a acetyl inh -5, EWS-Fli block 6, CASP6 VEID inh -6 and FN deposit inh -3.
